Screening data: PubChem BioAssay, several laboratories
proCasp3 act – procaspase-3 (human) activation. recombinant procaspase-3 D3A, Ac-DEVD-pNA absorbance 405 nm. activation, % at 8.5 µM. 330,000 tested, 0.11% active. P42574;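 active means activation above the mean of all tested compounds plus 3 SD, cut at about 21% in these data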;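 further: 0% = DMSO alone and 100% = DMSO wells spiked with extra 5 µM PC-3 D3A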
Target sequence (P42574 whole entry D9A/D28A/D175A): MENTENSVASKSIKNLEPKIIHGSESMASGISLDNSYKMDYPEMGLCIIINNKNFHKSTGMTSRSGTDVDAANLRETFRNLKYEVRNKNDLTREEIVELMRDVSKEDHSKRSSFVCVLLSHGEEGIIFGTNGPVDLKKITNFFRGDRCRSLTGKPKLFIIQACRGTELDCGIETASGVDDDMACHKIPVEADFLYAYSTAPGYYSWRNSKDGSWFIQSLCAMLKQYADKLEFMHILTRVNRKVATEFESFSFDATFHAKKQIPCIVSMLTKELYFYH
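Assay system: Autoprocessing-dead procaspase-3 D3A mutant enzyme; also added: Ac-DEVD-pNA; doses: one concentration, 8.5 µM nominal, 0.8% DMSO; times: 1 h compound preincubation, 2 h substrate hydrolysis at 25 °C; technique: 405 nm absorbance of p-nitroaniline, reads at 0 and 120 min; measure: % activation between DMSO and enzyme-spiked controls; repeats: single replicate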
PP1 inh – blocks human PP1-alpha phosphatase, a PP5 counter-screen. P62136. purified PP1alpha, OMFP fluorescence. inhibition, % at 6.7 µM. 320,000 tested, 0.9% active. AID 2235;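 active means inhibition above the mean inhibition of all tested compounds plus 3 SD, computed separately for each screening campaign, cut at about 15% in these data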
Target sequence (P62136 whole entry, looked up): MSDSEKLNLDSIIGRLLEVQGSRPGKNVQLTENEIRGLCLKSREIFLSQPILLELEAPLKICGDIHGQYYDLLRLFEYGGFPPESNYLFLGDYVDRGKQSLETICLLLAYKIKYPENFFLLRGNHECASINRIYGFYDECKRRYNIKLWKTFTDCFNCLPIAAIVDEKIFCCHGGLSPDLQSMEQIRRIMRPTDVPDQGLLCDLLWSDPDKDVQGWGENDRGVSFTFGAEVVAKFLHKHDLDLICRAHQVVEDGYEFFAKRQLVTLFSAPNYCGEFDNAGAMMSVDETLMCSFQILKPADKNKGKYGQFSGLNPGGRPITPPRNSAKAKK
TPT1 inh – blocks Candida albicans tRNA 2'-phosphotransferase | recombinant caTPT1, FP RNA substrate dephosphorylation | inhibition, % at 5 µM | 300,000 tested, 0.81% active | AID 1962;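 active means inhibition above the mean of all tested compounds plus 3 SD, set per screening campaign, cut at about 24% in these data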;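 further: plate controls were DMSO alone for no effect and ferristatin control at 100 nM for full effect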
HCV core dimer – blocks dimerization of HCV core protein | inhibition, % at 5 µM | 300,000 tested, 0.33% active | AID 1899 | TR-FRET GST/Flag-core106 dimerization, 1536-well;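 active means inhibition above the mean of all tested compounds plus 3 SD, set per screening campaign, cut at about 45% in these data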
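Material: Tagged HCV core106 pair (GST and Flag) | Amount: GST-core106 13.5 nM, Flag-core106 17 nM | Medium: KF-containing HEPES buffer, pH 7.45, DTT, CHAPS, BSA | Reagent: Eu donor and XL665 acceptor anti-tag antibodies | Schedule: 4 h at 22.5 °C | Technique: Time-resolved FRET, ex 340 nm, em 617 and 671 nm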
PP5 primary – inhibitors of human protein phosphatase 5 (PP5) | P53041 | purified PP5c, OMFP substrate fluorescence | inhibition, % at 6.7 µM | 320,000 tested, 0.18% active | AID 1987;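 active means inhibition above the campaign's mean inhibition across all tested compounds plus 3 SD, cut at about 9.5% in these data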;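 further: 0% = DMSO only and 100% = 100 µM cantharidin control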
Target sequence (P53041 whole entry, looked up): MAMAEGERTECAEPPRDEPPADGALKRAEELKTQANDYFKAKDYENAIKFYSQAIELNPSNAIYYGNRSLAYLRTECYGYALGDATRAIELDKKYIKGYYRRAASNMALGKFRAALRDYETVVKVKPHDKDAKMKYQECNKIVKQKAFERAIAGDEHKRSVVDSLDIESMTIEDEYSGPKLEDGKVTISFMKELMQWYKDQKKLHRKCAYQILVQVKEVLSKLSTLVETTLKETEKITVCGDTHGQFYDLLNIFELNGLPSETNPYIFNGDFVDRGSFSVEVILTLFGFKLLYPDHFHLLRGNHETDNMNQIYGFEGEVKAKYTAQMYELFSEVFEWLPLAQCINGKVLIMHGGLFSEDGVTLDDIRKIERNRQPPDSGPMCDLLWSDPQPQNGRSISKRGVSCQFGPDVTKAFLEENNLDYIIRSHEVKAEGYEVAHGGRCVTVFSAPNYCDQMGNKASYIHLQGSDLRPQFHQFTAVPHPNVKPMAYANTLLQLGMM
Efflux pump mplx – blocks antifungal efflux pumps in multiplex yeast assay; S. cerevisiae Candida pump triplex, Nile Red efflux; inhibition, % at 10 µM; 330,000 tested, 0.44% active; AID 485275;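 active means plate passing quality check with inhibition over a set limit, or well fluorescence over plate mean plus 4 SD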;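 further: Nile Red retained in pooled yeast measured as flow cytometry median fluorescence; 0% = buffer negative control and 100% = Enniatin B positive control; higher means more Nile Red kept so more efflux inhibition; some compounds called inactive have numbers as strong as hits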
GASC-1 inh – human JMJD2C demethylase inhibition; Q9H3R0; 330,000 tested, 0.069% active; GST-JMJD2C(1-420) H3K9me3 demethylation, DELFIA europium; AID 2099; inhibition, % at 2.35 µM;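 active means more than half of a compound's replicate wells show inhibition beyond 50%, single wells judged on their own value; inconclusive means some, but no more than half, of replicates pass 50% inhibition; inactive means no replicate passes 50% inhibition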;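 further: signal counts dimethyl H3K9 product captured on neutravidin plate; 0% = median of DMSO wells and 100% = 0.3 times that DMSO median; strong numbers were not always called active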
proCasp7 act – activates human procaspase-7, counter-screen for procaspase-3 activators. P55210. recombinant procaspase-7, Ac-DEVD-pNA absorbance 405 nm; D23A/D198A/D206A triple mutant, cannot self-cleave; scale: DMSO 0, 5 µM enzyme 100. activation, % at 8.5 µM. 330,000 tested, 0.093% active. AID 463210;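 active means percent activation above the screen-wide mean plus 3 SD, cut at about 25% in these data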
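Assay system: Uncleavable procaspase-7 mutant enzyme | Input: 2 µM procaspase-7 mutant as dispensed | Timing: 1 h compound preincubation, 2 h substrate cleavage, 25 °C | Repeats: One well per compound | Control set: DMSO wells as 0%, DMSO with 5 µM added PC-7 as 100% | Technique: Epi-absorbance of released pNA at 405 nm, two timepoints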
CTSL1 counter – counter-screen for PFM18AAP inhibitors: inhibitors of F. hepatica cathepsin L1 | AID 1906 | inhibition, % at 5.96 µM | 300,000 tested, 0.49% active | recombinant F. hepatica cathepsin L1, Z-Leu-Arg-MCA fluorescence;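 active means inhibition above the mean of all tested compounds plus 3 SD, set per screening campaign, cut at about 17% in these data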;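 further: 0% = plate median of test compound wells and 100% = 1 µM Z-Phe-Ala-diazomethylketone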
Starred values were filed as active, the others as inactive; ? = inconclusive; · = no result given; & = joins results of further samples.

SMILES | proCasp3 act | PP1 inh | TPT1 inh | HCV core dimer | PP5 primary | Efflux pump mplx | GASC-1 inh | proCasp7 act | CTSL1 counter
O=C(c1ccccc1)c1cnc(Nc2ccccc2Cl)s1 | -1.2 | 1.5 | -1.7 | 24.6 | 3.7 | 0.0 | 2.2 | 0.1 | 5.3
Cc1ccc(CC2C(=O)N(c3ccc(C)cc3)C(=O)C2C)cc1 (stereo unspecified) | -7.1 | -2.8 | -2.7 | 7.6 | 0.9 | 0.2 | -24.5 | 0.5 | 2.2
O=C1CCC(C(=O)OCC(=O)c2ccccc2)N1 (stereo unspecified) | -0.7 | -1.3 | 2.7 | -1.0 | 0.5 | 0.1 | -10.6 | 5.5 | -3.2
Cc1cc(C)nc(NC(=O)/C=C/c2ccccc2Cl)n1 | -6.8 | -1.3 | -0.2 | -7.7 | 1.0 | -0.2 | 6.5 | 3.0 | 2.6
Cc1nc2scc(C)n2c(=O)c1S(=O)(=O)NCc1ccc(F)cc1 | 3.4 | 1.1 | 1.2 | -5.2 | 1.0 | 0.0 | -5.6 | -1.0 | 0.9
Cc1cccc(NC(=O)[C@@H](NC(=O)[C@@H]2Cc3ccccc3CN2)C(C)C)c1 | 3.1 | -5.3 | -2.6 | -4.7 | -1.5 | 0.0 | ? | -0.6 | -0.6
CCOC(=O)c1ccc(NC(=O)c2nc(S(=O)(=O)Cc3ccccc3)ncc2Cl)cc1 | -9.2 | -0.7 | 1.0 | 5.6 | 2.6 | -0.1 | · | -18.0 | 1.9
COc1ccc2cc(C(C)C(=O)N3CCC(C)CC3)ccc2c1 (stereo unspecified) | -4.5 | -1.7 | -1.5 | -4.6 | 1.0 | 0.0 | 3.5 | 19.3 | 2.1
OCC1(Cc2ccccc2)CCN(Cc2cnc(-c3cccc4ccccc34)nc2)CC1 | -11.1 | -0.1 | 2.6 | 1.4 | 1.8 | 0.0 | 0.9 | 9.7 | -0.8
CC1CN(C(=O)COC(=O)c2ccc(N)c([N+](=O)[O-])c2)CC(C)O1 (stereo unspecified) | -0.8 | -2.1 | 0.4 | 1.1 | 2.6 | 0.1 | 1.1 | 5.3 | -10.0
Cc1cc(=O)oc2c(C)c(OCC(=O)N3CCC(C(=O)O)CC3)ccc12 | 2.6 | -0.9 | -1.5 | 0.5 | 0.5 | 0.2 | · | 0.2 | -5.5
CCOC(=O)C1=C(N)Oc2c(oc(CO)cc2=O)C1c1ccc(F)c(F)c1 (stereo unspecified) | 6.9 | -0.5 | -3.8 | -0.2 | 1.4 | -0.2 | 10.2 | 4.7 | -1.8
COc1ccc(CN(C)CCc2ccccn2)cc1OC | 1.9 | -2.3 | 5.2 | 2.7 | 2.6 | 0.5 | -16.9&7.8 | -5.5 | -3.6
CCOC(=O)c1cnc(SC)nc1Oc1cccc(NS(=O)(=O)c2ccc(C)cc2)c1 | 2.1 | -1.4 | -0.3 | 2.5 | 0.0 | 0.4 | 37.6 | 5.9 | -5.5
Cc1ccccc1Nc1nc(-c2cccnc2)nc2ccccc12 | -0.2 | 0.3 | 2.8 | 4.6 | 3.2 | 0.5 | 21.3 | -1.2 | 5.6
COc1ccc(C2=NN(C(=O)c3cccs3)C(c3ccc(OC)cc3)C2)cc1 (stereo unspecified) | 2.8 | 6.0 | 4.0 | 6.8 | 0.9 | -0.4 | -3.8 | 5.2 | 2.8
Cc1ccc(C(C(=O)NC2CCCC2)N(C(=O)CNC(=O)c2ccco2)c2ccccc2)o1 (stereo unspecified) | 8.1 | -2.9 | -8.9 | 3.3 | 0.6 | -0.1 | -1.6 | -0.1 | -0.3
Cc1ccc(O)c(NC(=O)COc2cc(C)ccc2C)c1 | 9.8 | 0.5 | -1.3 | -4.1 | 1.1 | -0.1 | 22.8 | 4.0 | -1.2
COc1cc(C(=O)Nc2nc3ccc(C)cc3s2)ccc1OCc1c(C)noc1C | 6.8 | 0.0 | 0.2 | 3.5 | 5.0 | 0.0 | 19.6 | 5.1 | 2.5
O=C(N/N=C\C=C\c1ccco1)C1COc2ccccc2O1 (stereo unspecified) | -3.5 | 1.2 | 7.2 | 4.9 | 0.9 | 0.0 | 3.2 | -2.5 | 4.8
O=Cc1cn(-c2ccccc2)nc1-c1cccnc1 | -1.7 | -1.9 | 2.1 | -0.1 | -0.8 | 0.0 | 1.2 | 5.8 | -1.1
CC(=O)c1c(C)[nH]c(C(=O)CN2CCN(S(=O)(=O)c3ccccc3)CC2)c1C | 0.7 | 4.2 | · | · | 0.4 | -0.3 | 7.1 | 2.8 | ·
CCN1C(=NCCc2cccnc2)N[C@@H](c2ccccc2)C(C(=O)OC)=C1C | -1.4 | -2.9 | -3.3 | -18.4 | 1.3 | -0.1 | 1.9 | -2.5 | -0.2
Cc1cc(N2CCN(c3ccccn3)CC2)n2cc(-c3ccccc3)nc2n1 | -1.0 | 5.5 | 1.4 | 3.4 | 2.3 | 0.1 | 7.2 | 6.5 | -3.7
CC(C)(C)NC(=S)Nc1ccc(Br)cc1 | 1.8 | -2.5 | 0.2 | -2.3 | 2.6 | -0.1 | 4.4 | -1.1 | -2.4
COc1ccccc1CN1CC(C(=O)NCc2cccc(Cl)c2)CCC1=O (stereo unspecified) | 3.1 | -4.2 | -2.6 | -0.4 | 1.6 | 0.1 | 6.0 | 2.9 | -4.7
Cc1ccc(N2C(=O)c3ccc(C(=O)O)cc3C2=O)c(C)c1 | -0.6 | -1.0 | 0.6 | -1.4 | 0.6 | 0.2 | 1.4 | 2.7 | 0.4
O=C(O)C1CC(c2ccccc2)=Nc2ccccc2S1 (stereo unspecified) | 0.5 | -0.5 | -3.7 | 3.5 | -1.6 | 0.0 | -6.6 | -3.0 | -1.8
Cc1ccc(C(c2nnnn2CCc2ccccc2)N2CCC(C)CC2)cc1 (stereo unspecified) | -7.0 | 4.7 | -6.5 | 7.4 | 3.5 | 0.1 | -0.7 | -10.9 | 3.7
CCCCN1C(=O)C(=O)N(CC(=O)Nc2ccccc2C(C)=O)C1=O | 5.9 | · | · | · | · | -0.1 | -1.9 | 3.4 | ·
Cc1cc(NC(=O)Nc2cc(F)ccc2F)no1 | -1.0 | 0.7 | -0.6 | -3.0 | 2.3 | 0.2 | -4.2 | 3.9 | -0.4
O=C(CC1CC2CCC1C2)N1CCN(S(=O)(=O)c2ccccc2[N+](=O)[O-])CC1 (stereo unspecified) | 2.7 | 1.4 | · | · | -1.1 | 0.0 | 10.1 | -8.2 | ·
CC(C)(O)C(=O)N=Nc1c(O)[nH]c2ccccc12 | -1.4 | -3.0 | 0.4 | -5.4 | 0.7 | 0.1 | -24.2 | -3.4 | 0.5
Cc1cccc(NC(=S)NC2CC3CCCC(C2)N3Cc2cccs2)c1C (stereo unspecified) | -3.9 | -4.0 | 2.7 | -0.3 | 5.0 | 0.2 | -0.7 | -5.4 | 0.0
COc1cccc(NC(=O)CSCc2cc(=O)n3nc(C4CC4)sc3n2)c1 | 5.5 | -2.2 | 2.4 | 0.9 | 0.7 | 0.0 | 8.7 | -0.7 | 2.3
CCOC(=O)c1c(C)nc2c(c1-c1cc(OC)ccc1OC)C(=O)c1ccccc1-2 | 15.2 | -3.6 | -4.4 | 4.6 | 0.1 | 0.1 | -6.6 | 2.6 | -0.4
CCc1ccc(CNC(=O)C2CCCN(c3nc4ccccc4o3)C2)cc1 (stereo unspecified) | 10.7 | 2.4 | 2.9 | -0.2 | 0.1 | 0.5 | -4.4 | 0.3 | 3.0
CCN(CC)S(=O)(=O)c1cccc(C(=O)N[C@@H](C)c2nc3ccccc3[nH]2)c1 | 1.4 | -2.4 | -3.6 | -1.5 | 0.5 | -0.2 | 4.4 | 2.3 | 2.7
Cc1ccc(NC(=O)CSc2nc(N)cc(=O)[nH]2)cc1S(=O)(=O)N1CCCCC1 | 2.4 | · | · | · | · | -0.1 | 8.0 | 11.1 | ·
Nc1nncn1C(=O)c1cccs1 | 5.2 | -2.2 | 1.2 | 0.1 | -1.6 | 0.0 | 7.8 | 2.8 | 3.8
CC1=NN(C(N)=S)C(=O)C1N=Nc1c(Br)cc(Br)cc1Br (stereo unspecified) | 7.3 | 8.1 | 0.1 | 11.0 | 4.0 | 0.2 | 7.1 | -1.8 | 2.3
COc1cc(/C=N/NC(=O)c2nc(-c3ccccc3)n(-c3ccccc3)n2)ccc1O | -0.9 | 3.4 | -1.2 | 8.6 | 2.6 | -0.4 | 1.9 | 2.1 | 1.9
COc1ccccc1OCCC(=O)OCC(=O)Nc1ccc(Br)cc1 | -3.2 | -0.9 | -1.6 | -0.8 | 2.0 | -0.2 | 2.5 | 6.4 | -31.5
CC1CCCCC1NC(=O)C1CCN(S(=O)(=O)c2cccc3nonc23)CC1 (stereo unspecified) | 5.2 | -1.7 | -1.1 | 0.6 | 0.0 | -0.1 | -2.6 | 1.0 | -0.1
CCOc1ccc(-c2nnn(CCC#N)n2)cc1OC | -1.6 | -2.4 | 4.2 | 4.5 | 1.7 | -0.1 | -7.6 | 3.0 | -2.7

3 entries already listed, sorted by their value in TPT1 inh, rising:
Molecule	TPT1 inh
CC1=NN(C(N)=S)C(=O)C1N=Nc1c(Br)cc(Br)cc1Br (stereo unspecified)	0.1
Cc1cccc(NC(=S)NC2CC3CCCC(C2)N3Cc2cccs2)c1C (stereo unspecified)	2.7
CCc1ccc(CNC(=O)C2CCCN(c3nc4ccccc4o3)C2)cc1 (stereo unspecified)	2.9

Further records follow:
SMILES | proCasp3 act | PP1 inh | TPT1 inh | HCV core dimer | PP5 primary | Efflux pump mplx | GASC-1 inh | proCasp7 act | CTSL1 counter
CC(C)CN(C(=O)C1CCCO1)C1CCS(=O)(=O)C1 (stereo unspecified) | 0.5 | -4.4 | 0.4 | 0.8 | 1.8 | -0.1 | 25.3 | 1.5 | -0.5
O=C(NCCCN1CCOCC1)c1cccc(S(=O)(=O)Nc2ccc(F)cc2)c1 | 3.1 | -6.8 | · | · | -2.7 | 0.0 | -8.7 | -2.8 | ·
CSc1nnc(C)c(=O)n1COC(=O)/C=C/c1ccccc1 | 2.4 | -1.1 | -0.8 | -1.1 | 1.6 | 0.2 | 0.9 | -0.6 | -11.4
O=S(=O)([O-])C/C(=C\c1ccc(Cl)cc1)c1cc[n+](CCO)cc1 | -4.7 | -4.9 | -6.1 | -4.0 | 2.0 | 0.1 | 9.4 | 14.1 | 4.1
CCS(=O)(=O)N1CCN(C2CCC(c3ccccc3)CC2)CC1 (stereo unspecified) | 6.7 | 6.0 | -2.4 | 1.2 | 4.6 | -0.1 | 10.8 | 2.8 | 1.5
